Assay outcomes deposited in PubChem by several laboratories.
TcdB GH inh: inhibitors of Clostridioides difficile toxin B glycohydrolase. P18177. TcdB glycohydrolase enzymatic assay, plate reader. inhibition, % at 9.99 µM. actives 0.24% (n = 350,000); in the data active means inhibition above about 10%
FadD28 FP inh: inhibitors of Mycobacterium tuberculosis FadD28 bisubstrate binding; inhibition, % at 12.5 µM; actives 0.22% (n = 360,000); FadD28 bisubstrate probe binding, fluorescence polarization; AID 588549; in the data active means inhibition above about 8.5%, passing the limit was not always enough; inconclusive means no clear call, values can overlap the other calls
PfHsp40 rescue: compounds rescuing yeast from Plasmodium falciparum HSP40 toxicity | S. cerevisiae expressing PfHsp40, growth rescue, ATP luminescence | growth rescue, % at 12.5 µM | actives 0.68% (n = 340,000); in the data active means growth rescue above about 28%, passing the limit was not always enough; inconclusive means no clear call, values can overlap the other calls;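 further: yeast W303a lacking pdr1 and pdr3 grown in galactose medium; growth measured after three days at 30 °C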
Vc quorum ag: inducers of Vibrio cholerae quorum light production without autoinducers. V. cholerae BH1578 lux reporter, luminescence, 6 h. activation, % at 18.7 µM. actives 0.16% (n = 350,000); in the data active means activation mostly above about 9.7%, no sharp cut-off; inconclusive means no clear call, values can overlap the other calls; inactive means mostly below about 3.7%; further: not every result past the cut was called active; inactives centre near 0; reference of the scale not given here
Yp Topo-I inh: Y. pestis Topo-I inhibition via cleavage products; actives 0.064% (n = 360,000); Y. pestis Topo-I cleavage product accumulation, plate reader; activity, % at 10 µM; AID 504884; in the data active means activity above about 50%, passing the limit was not always enough; inconclusive means no clear call, values can overlap the other calls; further: inactives centre near 2
GDH-TPI counter: inhibits GDH-TPI coupling enzymes, artifact for Mtb FBA screen | actives 1.2% (n = 360,000) | inhibition, % at 4.8 µM | GDH-TPI coupled enzyme counterscreen, NADH absorbance; in the data active means inhibition above about 30%;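 further: 0% = DMSO wells and 100% = wells lacking the enzyme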
Mtb FBA inh: inhibitors of M. tuberculosis fructose-bisphosphate aldolase; P9WQA3; purified M. tuberculosis FBA, fluorescence read-out; inhibition, % at 1 µM; actives 2.3% (n = 360,000); AID 588726; in the data active means inhibition above about 27%;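 further: 0% = vehicle and 100% = reference inhibitor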
Target sequence (P9WQA3 whole entry, looked up): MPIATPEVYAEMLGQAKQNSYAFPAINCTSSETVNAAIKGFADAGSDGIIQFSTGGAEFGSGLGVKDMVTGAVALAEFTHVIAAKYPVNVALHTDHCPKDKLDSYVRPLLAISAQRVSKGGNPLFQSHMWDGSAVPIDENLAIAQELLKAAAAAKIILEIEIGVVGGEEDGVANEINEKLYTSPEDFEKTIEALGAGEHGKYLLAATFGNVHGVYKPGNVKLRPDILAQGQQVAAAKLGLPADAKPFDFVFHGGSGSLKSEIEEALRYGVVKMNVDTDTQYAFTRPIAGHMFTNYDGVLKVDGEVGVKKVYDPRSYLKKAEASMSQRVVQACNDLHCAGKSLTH
BioA inh: BioA (M. tuberculosis) enzyme inhibition. purified M. tuberculosis BioA enzyme, plate reader. inhibition, % at 9.99 µM. actives 0.096% (n = 360,000). AID 602481; in the data active means inhibition above about 40%; inconclusive means no clear call, values can overlap the other calls
UGM FP inh: Mtb UDP-galactopyranose mutase inhibition; P9WIQ1; purified UGM, fluorescence polarization probe displacement; inhibition, % at 10 µM; actives 0.06% (n = 320,000); AID 504406; in the data active means inhibition above about 10%, passing the limit was not always enough; inconclusive means no clear call, values can overlap the other calls
Target sequence (P9WIQ1 whole entry, looked up): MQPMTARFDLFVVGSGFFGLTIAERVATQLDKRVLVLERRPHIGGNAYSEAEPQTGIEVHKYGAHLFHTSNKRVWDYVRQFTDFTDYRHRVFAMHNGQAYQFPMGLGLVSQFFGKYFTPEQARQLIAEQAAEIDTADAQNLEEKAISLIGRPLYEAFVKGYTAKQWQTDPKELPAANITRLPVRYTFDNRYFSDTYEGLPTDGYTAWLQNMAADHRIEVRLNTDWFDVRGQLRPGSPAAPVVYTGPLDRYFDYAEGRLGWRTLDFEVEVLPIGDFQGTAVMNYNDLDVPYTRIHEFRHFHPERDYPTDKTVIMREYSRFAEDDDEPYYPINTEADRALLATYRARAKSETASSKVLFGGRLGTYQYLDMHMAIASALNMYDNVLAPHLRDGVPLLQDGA
Active calls of the source: *; i = inactive; ? = inconclusive; . = no result given; + = active, no number.

cpd	molecule	TcdB GH inh	FadD28 FP inh	PfHsp40 rescue	Vc quorum ag	Yp Topo-I inh	GDH-TPI counter	Mtb FBA inh	BioA inh	UGM FP inh
1	Clc1cc(Cl)c(OCc2nc(-c3ccccn3)no2)cc1Cl	.	-1.3	1.4	i	11.3	-2.8	1.2	-1.3	0.7
2	COc1ccccc1C1/C(=C(/O)c2ccccc2)C(=O)C(=O)N1CC(C)C (configuration not stated)	.	-3.2	-0.5	i	-8.7	17.0	-2.2	-4.4	1.0
3	CCC1CCCCN1C(=O)CCc1nnc(Cc2cc(OC)ccc2OC)o1 (configuration not stated)	0.2	-0.9	0.2	i	-4.8	0.0	2.0	.	1.1
4	COc1ccc(Cl)cc1NC(=O)CCCN1C(=O)CCC1=O	.	-3.5	-0.6	i	3.9	-2.7	0.2	-1.3	1.6
5	COc1cccc(CNC(=O)C(C)n2ccc3cc(S(=O)(=O)N4CCCC4)ccc32)c1 (configuration not stated)	1.6	-3.8	0.6	-0.2	18.2	-8.9	-1.0	-0.7	-1.0
6	Nn1c(-c2ccc(O)cc2)nnc1-c1ccc(O)cc1	0.6	-1.4	-0.3	i	-0.4	4.3	1.7	1.6	-0.3
7	CCOc1ccc2[nH]c(=O)c(CN(Cc3nnnn3Cc3ccco3)C3CCCCC3)cc2c1	.	-0.7	-0.5	0.7	4.8	-2.2	16.1	-1.9	1.0
8	ON=Cc1cccn1-c1ccccc1	-0.5	1.0	-2.3	-0.5	4.1	0.0	1.2	-0.6	2.4
9	CCCCCn1c(=O)[nH]c2cc(C(=O)NCCN3CCC(C)CC3)ccc2c1=O	.	-3.4	0.8	i	-2.3	-2.3	1.2	-1.8	-2.1
10	COc1cccc(NC(=O)NNC(=O)COc2ccc3ccccc3c2)c1	1.6	-1.7	-5.0	-0.7	-5.5	10.5	36.6*	-1.2	-0.6
11	CCn1c(=S)[nH]c2c(c1=O)C(C)(C)Cc1ccccc1-2	2.0	-3.2	2.9	0.2	4.9	0.9	-3.3	.	.
12	Cn1cccc1Cc1nnc(SCC(=O)Nc2nc3ccccc3s2)n1CCc1ccccc1	1.3	-3.7	0.6	i	17.1	4.9	-1.7	2.8	-1.9
13	CC(NC(=O)CN1c2cccc3cccc(c23)S1(=O)=O)c1ccccc1 (configuration not stated)	0.6	-1.1	.	i	-1.7	16.0	13.6	-2.0	.
14	COc1ccc(NC(=O)CN2CCN(CC(=O)Nc3ccc4c(c3)OCO4)CC2)cc1	.	-0.8	0.4	i	-2.2	4.1	0.9	-0.4	2.1
15	Cn1ncc(Br)c1C(=O)NC1C2CC3CC(C2)CC1C3 (configuration not stated)	-0.6	0.0	1.4	-3.6	5.0	6.0	-0.9	.	1.7
16	O=C(NCc1cccs1)C1CC(c2ccc(Cl)cc2)=NO1 (configuration not stated)	-0.2	-1.8	-0.9	i	6.3	3.5	2.5	.	1.5
17	CC(C)NC(=O)C(c1ccc(F)cc1)N(C(=O)CCC(=O)Nc1ccccn1)c1ccccc1F (configuration not stated)	0.4	-3.5	0.3	-0.4	1.1	3.8	-1.6	-0.4	3.6
18	CN1c2ccsc2C(=O)/C(=C\Nc2cccc(C(F)(F)F)c2)S1(=O)=O	0.4	-2.1	.	0.5	5.9	15.9	0.5	0.9	1.3
19	COCCNC(=S)N1CCN(c2nc(-c3ccc(Cl)cc3)cs2)CC1	0.5	0.8	0.6	i	23.7	1.9	-2.7	-1.6	-1.1
20	COc1cccc2c1C(=O)c1c(O)c3c(c(O)c1C2=O)CC(O)(C(C)=O)CC3OC1CC(O)C(O)C(C)O1 (configuration not stated)	-24.0	65.9*	-0.8	-5.6	25.0	10.3	-7.1	.	.
21	Cc1ccc(N(C(=O)c2ccco2)C(C(=O)NC2CCCC2)c2ccco2)c(C)c1 (configuration not stated)	1.2	1.6	-0.9	-0.2	18.9	1.6	-3.2	-1.4	0.4
22	CCOc1ccc2[nH]cc(C(=O)NCCc3ccccc3)c(=O)c2c1	0.3	0.6	0.6	1.0	-1.4	-0.5	1.7	-0.1	1.9
23	Cc1ccccc1OCCn1cc(C=O)c2ccccc21	6.7	-1.7	0.9	0.8	16.7	-1.9	-2.8	0.9	1.1
24	OCC1OC(Nc2ccccc2C=NO)C(O)C1O (configuration not stated)	-1.8	-1.7	.	5.0	4.3	7.1	5.3	-1.1	.

2 entries from above, in transposed form.
(21) Cc1ccc(N(C(=O)c2ccco2)C(C(=O)NC2CCCC2)c2ccco2)c(C)c1 (configuration not stated)
(18) CN1c2ccsc2C(=O)/C(=C\Nc2cccc(C(F)(F)F)c2)S1(=O)=O
Screen / compound no. | 21 | 18
TcdB GH inh | 1.2 | 0.4
FadD28 FP inh | 1.6 | -2.1
PfHsp40 rescue | -0.9 | .
Vc quorum ag | -0.2 | 0.5
Yp Topo-I inh | 18.9 | 5.9
GDH-TPI counter | 1.6 | 15.9
Mtb FBA inh | -3.2 | 0.5
BioA inh | -1.4 | 0.9
UGM FP inh | 0.4 | 1.3

Further structures:
cpd	molecule	TcdB GH inh	FadD28 FP inh	PfHsp40 rescue	Vc quorum ag	Yp Topo-I inh	GDH-TPI counter	Mtb FBA inh	BioA inh	UGM FP inh
25	O=C(NCc1ccccc1F)c1ccncc1	-0.3	-1.6	1.5	i	-1.0	8.3	3.0	-4.0	4.5
26	Cc1sc(-c2ccccn2)nc1OC(=O)c1ccc(Cl)cc1	.	-0.6	-0.2	-0.4	3.7	6.2	0.8	0.3	-1.4
27	Cc1nnc2n(Cc3ccccc3)c(=O)c3c4c(sc3n12)COC(C)(C)C4	.	-1.1	0.7	-0.8	1.7	6.6	1.1	-0.3	3.8
28	COc1ccc(C(=O)Nc2cc3c4c(c2)C(C)C(=O)N4CCC3)cc1 (configuration not stated)	1.8	1.4	1.3	-0.3	-1.0	6.7	0.0	-0.9	-0.6
29	COc1ccc(-n2c(N)c(C(=O)NCC3CCCO3)sc2=S)cc1 (configuration not stated)	.	-0.5	-0.3	-0.3	-3.9	0.3	-0.6	0.6	0.4
30	CCC(C(=O)NCc1ccco1)N(C(=O)CNS(=O)(=O)c1ccccc1)c1ccc(OC)cc1 (configuration not stated)	.	0.0	-1.4	i	13.6	-2.1	-0.1	-0.2	-3.0
31	CC(Cc1ccccc1)NC(=O)C1CCCNC1=O (configuration not stated)	-0.5	0.3	-0.1	-6.7	7.4	12.5	0.6	-2.3	2.9
32	COc1ccc(CCNC(=O)C2CCN(S(=O)(=O)c3ccc(-n4cnnn4)cc3)CC2)cc1OC	.	-3.6	-0.1	i	-0.9	2.0	-3.3	0.5	2.6
33	Cc1cc(NS(=O)(=O)c2ccc(-c3ccccc3)cc2)no1	.	6.7	7.9	-0.2	-0.2	3.6	-1.8	.	0.3
34	O=C(CNC(=O)c1cn2ccccc2n1)Nc1ccc(F)c(F)c1	2.2	-3.1	0.7	-0.2	-8.1	-5.3	3.7	-0.8	2.7
35	CCCc1nc2sc3ccccc3c(=O)c2c(=O)n1Cc1ccco1	.	-3.8	5.8	-6.2	-3.0	22.1	-3.2	0.7	.
36	CC1CCCC(NC(=O)c2ccncc2)C1C (configuration not stated)	1.7	-0.4	-0.4	-0.3	4.1	4.3	1.7	-1.5	0.2
37	COc1cccc(Nc2nnc(SCC(=O)N3CC(C)OC(C)C3)s2)c1 (configuration not stated)	0.6	-0.5	1.0	-0.3	3.6	13.3	0.1	1.7	-0.1
38	CC(C)(C)n1nc2c(c1NC(=O)c1ccc(Cl)c([N+](=O)[O-])c1)CS(=O)(=O)C2	-1.4	-1.7	-1.3	-0.4	1.0	16.0	-2.2	-0.1	2.1
39	CCS(=O)(=O)c1ccc(-c2cccc(NC(=O)COc3ccccc3)c2)nn1	-2.6	-0.2	0.9	i	-3.5	5.2	2.6	-2.7	0.9
40	COc1ccc(C(=O)NCCn2cc(SCC(=O)NCC3CCCO3)c3ccccc32)cc1 (configuration not stated)	-0.7	-1.2	0.1	-1.7	13.2	9.1	1.6	0.9	0.6
41	O=c1[nH][nH]cc1C=NCc1cccc(C(F)(F)F)c1	1.3	-1.3	1.3	i	-1.2	7.8	-0.2	-2.7	-2.0
42	Nc1nc(Cl)cc(Sc2ccc3ccccc3c2)n1	.	0.0	1.7	-0.6	23.9	2.5	2.5	-1.6	1.4
43	CCc1nc2ccc(C(=O)NCCc3ccccn3)cn2c1N(CC)CCOC	1.0	0.2	.	0.3	2.7	-2.2	1.3	-1.3	.
44	O=[N+]([O-])c1cccc(Oc2ncccc2[N+](=O)[O-])c1	-0.1	-3.9	?	-0.8	3.4	-0.4	-3.5	-0.8	.
45	CCC(=O)NCCCCCCCCCNC(=O)CC	0.5	3.8	1.8	0.1	1.7	4.1	-1.7	.	1.9
46	O=C(NCc1cccnc1)C(=O)NCC(c1ccco1)N1CCOCC1 (configuration not stated)	0.5	-2.7	-1.0	i	15.6	-1.3	8.1	.	1.0
47	CCN(Cc1ccncc1)C(=O)c1cccc(S(=O)(=O)N2CCCCC2)c1	-1.5	-1.9	-1.4	i	-12.7	-6.9	2.7	6.2	-1.2
48	Cc1c(C(=O)NCc2cccs2)oc2ccccc12	.	-4.3	1.6	i	-1.1	6.4	-6.9	.	-3.1
49	CCOC(=O)CN=C(NS(=O)(=O)c1ccc(Cl)cc1)c1ccccc1	1.1	0.3	-1.6	-0.2	1.0	6.7	-0.3	.	0.9
50	CCOc1ccccc1NC(=O)Nc1ccccn1	0.7	-1.4	0.9	i	11.7	1.6	0.1	.	-0.3
51	CN(C)CCCN1c2ccc([N+](=O)[O-])cc2CCc2cc([N+](=O)[O-])ccc21	-10.8	-3.3	1.1	-11.1	-23.9	15.0	-0.4	0.0	-0.5
52	Nc1nc2ccc(O)cc2s1	.	0.6	-0.5	-0.3	-11.7	2.4	4.9	.	1.6
53	C[C@H](CO)N1C[C@H](C)[C@H](CN(C)S(C)(=O)=O)OCc2ccccc2-c2c(n(C)c3ccccc23)C1=O	0.4	-0.4	.	-0.4	19.2	7.1	-0.3	-1.5	.
54	CCOC(=O)c1c(N)n(CCCOC(=O)c2ccco2)c2nc3ccccc3nc12	.	-1.7	-0.2	i	-4.5	9.2	+	1.0	-1.0
55	CCOc1ccc(S(=O)(=O)Nc2ccc(C(=O)NCC(c3ccc(OC)cc3)N3CCOCC3)cc2)cc1 (configuration not stated)	-1.0	-1.6	-0.7	-0.3	15.1	4.8	0.1	1.4	-2.9
56	COC(=O)c1noc(-c2ccc(OC)cc2)n1	.	-0.6	0.5	i	0.5	2.2	5.2	-0.2	-2.2
57	O=C1CCC([N+](=O)[O-])C(c2cccc(Cl)c2Cl)N1 (configuration not stated)	.	0.4	-0.5	-0.6	2.3	10.1	1.2	0.9	0.4
58	O=C(CNC(=S)NC(=O)c1cccs1)c1ccccc1	.	-1.4	0.5	i	11.7	-9.3	-2.3	0.7	0.2
59	Cn1c(CCN2CCCCC2)nc2cc(NC(=O)NC3CCCCC3)ccc21	.	-2.3	0.4	-0.4	-0.4	6.4	11.4	.	-0.8
60	COC(=O)c1c(NC(=O)c2ccc(S(=O)(=O)N3CCOCC3)cc2)sc2c1CCN(C(C)C)C2	1.3	-2.5	-0.4	-0.3	19.7	13.7	-2.0	-8.6	-2.7
61	CN(Cc1nc2ccccc2[nH]1)Cc1nc(CC2CC2)no1	1.3	-2.1	-0.3	0.3	-8.0	-10.4	3.5	.	-1.9
62	CNC(=O)Oc1ccc(C(=O)N2c3ccccc3NC(=O)C2C)cc1 (configuration not stated)	1.3	-2.8	-1.2	7.7	0.2	-2.6	3.4	-0.5	-1.2
63	COc1cc(F)cc(C2=CC(=O)C[C@H](c3ccc(F)cc3)C2)c1	0.7	-4.0	-0.8	-0.3	9.3	3.1	2.4	0.6	-1.7
64	O=C(NCc1ccccc1Cl)C1CCCN1C(=O)NC1CCCCC1 (configuration not stated)	-0.7	0.1	-0.1	-1.2	-4.0	3.1	0.5	-4.6	4.0
65	Cc1nc2sc(C(c3cccs3)N3CCN(C(=O)c4ccco4)CC3)c(O)n2n1 (configuration not stated)	1.8	-1.8	1.1	-0.1	5.0	19.2	-1.4	2.4	-0.6
66	COc1ccccc1N1Cc2ccccc2C1	.	-1.8	-1.9	-0.2	-10.3	-8.4	-3.5	-0.8	0.6
67	COC(=O)CCN1CCC(c2cc(-c3cccc(C(F)(F)F)c3)n[nH]2)CC1	0.7	-2.0	0.5	-7.7	-6.2	11.2	22.6	0.4	3.5

No enrichment for hits. Share with any hit: about 4.6%.
